# Assay outcomes (PubChem)
# 14-3-3g Raf: modulators of 14-3-3 gamma protein binding, primary screen, biochemical, fluorescence polarization | inhibition, % at 40 µM | 14-3-3 protein gamma (Homo sapiens), P61981 | 160,000 tested, 0.19% active | FP, 14-3-3gamma / TMR-pS259-Raf peptide binding; in the data active = inhibition above about 30%;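 also: 0% = protein plus tracer without compound and 100% = blank with tracer alone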
# Target sequence (P61981 whole entry, looked up): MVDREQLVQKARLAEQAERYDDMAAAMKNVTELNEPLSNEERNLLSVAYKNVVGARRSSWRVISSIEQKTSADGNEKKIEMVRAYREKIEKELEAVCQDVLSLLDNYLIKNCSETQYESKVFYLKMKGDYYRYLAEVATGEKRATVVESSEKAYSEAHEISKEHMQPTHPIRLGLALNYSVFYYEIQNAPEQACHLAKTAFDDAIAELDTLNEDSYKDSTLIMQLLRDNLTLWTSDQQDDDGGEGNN
# Starred values were filed as active, the others as inactive; & = joins results of further samples.
SMILES,14-3-3g Raf
NC(=O)CSc1nnc(Cc2csc(Nc3ccccc3)n2)n1Cc1ccccc1,-6
OCCc1cn(-c2ccccc2)c2ccccc12,8
Cc1ccc(CNC(=O)c2ccc(Cn3c(=S)[nH]c4cc5c(cc4c3=O)OCO5)cc2)o1,-28
CCn1c(=O)cc(OCC(=O)Nc2cc(C)ccn2)c2ccccc21,7
Cc1ccc2c(c1)CCCN2C(=O)C1CCCO1 (centres undefined),-4
O=C1NCN(c2ccccc2)C12CCN(CCCC(c1ccc(F)cc1)c1ccc(F)cc1)CC2,-5
CCOc1ccc(C2CC(c3ccc(F)cc3)Nc3nc(N)nn32)cc1 (centres undefined),-5
CC(C)(C)n1cnc2cc(NS(=O)(=O)c3ccc(Br)cc3)ccc21,3
CN(C)CCNC(=O)Cn1cnc2sc3c(c2c1=O)CCCC3,-3
CCCC(c1nnnn1CCc1ccccc1)N1CCN(C2CCCC2)CC1 (centres undefined),-1
O=S1(=O)CCC(S(=O)(=O)N2CCCCCC2)C1 (centres undefined),4
O=C(CSc1nnc(NC(=O)c2cccc3ccccc23)s1)Nc1nccs1,-15
Clc1ccc(OCc2cn3cccnc3n2)c2ncccc12,-3
O=C(Nc1cccc(C(=O)N2CCOCC2)c1)c1cccnc1,-4
COc1cc(NC(=O)c2c(F)cccc2F)nc(OC)n1,-4
C=CCN1C(=O)/C(=C2/Sc3ccccc3N2CCCS(=O)(=O)O)SC1=S,-7
CCN1CCN(C(=O)c2cnn3c(C(F)F)cc(-c4ccc(C)cc4)nc23)CC1,0
Cc1nc(SCC(C)C)c(C#N)c(C)c1C,5
CC1CCC(NS(=O)(=O)c2ccc3c(c2)n(C)c(=O)c(=O)n3C)CC1 (centres undefined),0
O=C1CSC(c2cccc([N+](=O)[O-])c2)N1c1ccc(Oc2ccc(Cl)cc2)cc1 (centres undefined),7
CC(C)OP(C)(=O)CN1CCCC1=O (centres undefined),-8
COc1ccccc1Nc1nc(-c2c(C)nc3sccn23)cs1,-1
CN1C(=O)NC(c2ccc(O)cc2)C(C(=O)c2cccs2)C1(O)C(F)(F)F (centres undefined),1
CCCCN(CC)S(=O)(=O)c1ccc(F)c(C(=O)Nc2c(C)cc(C)cc2C)c1,-9
CCOC(=O)c1cc2c(=O)n3ccccc3nc2n(C(C)C)c1=NC(=O)c1ccccc1F,-18

# Ordered by value in 14-3-3g Raf (descending): five of the compounds above
SMILES,14-3-3g Raf
OCCc1cn(-c2ccccc2)c2ccccc12,8
CC1CCC(NS(=O)(=O)c2ccc3c(c2)n(C)c(=O)c(=O)n3C)CC1 (centres undefined),0
CCOc1ccc(C2CC(c3ccc(F)cc3)Nc3nc(N)nn32)cc1 (centres undefined),-5
C=CCN1C(=O)/C(=C2/Sc3ccccc3N2CCCS(=O)(=O)O)SC1=S,-7
CCOC(=O)c1cc2c(=O)n3ccccc3nc2n(C(C)C)c1=NC(=O)c1ccccc1F,-18

# Next entries follow:
SMILES,14-3-3g Raf
O=C(O)CSc1nc2c(cnn2-c2ccc(Cl)cc2)c(=O)[nH]1,-101
Cc1nc(S(=O)(=O)NCc2ccccc2Cl)c(C#N)c(C)c1Cl,-6
CC(=O)NCCN1C(=O)C(=O)/C(=C(/O)c2ccccc2)C1c1ccccc1 (centres undefined),-3
COc1cccc(CN2C(=O)C3(C(C#N)=C(N)OC4=C3C(=O)CCC4)c3ccccc32)c1 (centres undefined),3
COc1ccc(C(=O)c2coc3ccc(O)c(CN4CCOCC4)c23)cc1,3
Cc1cc(I)ccc1NC(=O)C1CCCN1Sc1ccccc1[N+](=O)[O-] (centres undefined),-4
CCN1CCCC1CNC(=O)c1ccc2c(=O)n(Cc3cccc(Br)c3)c(=S)[nH]c2c1 (centres undefined),-23
COC(=O)c1ccc(NC(=O)c2ccc3c(c2)OCO3)cc1,1
Cc1ccc(CNC(=O)c2ccc(NCC3CCCO3)c([N+](=O)[O-])c2)cc1 (centres undefined),-4
CCS(=O)(=O)c1ccc(O)c(N2C(=O)C3C4C=CC(C4)C3C2=O)c1 (centres undefined),-7
O=C1CCC(=O)N1c1cccc(-c2nc3ccccc3o2)c1,-5
O=C(Cn1c(=O)c2sccc2n(Cc2ccc(Cl)cc2)c1=O)NCc1ccco1,-11
C=CCN1C(=O)C(O)(CC(=O)c2ccc(C(C)C)cc2)c2ccccc21 (centres undefined),-9
CN1CCc2c(sc3c2C(=O)NC(c2cccc(OC(=O)c4cccs4)c2)N3)C1 (centres undefined),-35
CCOC(=O)c1ccc(CN(Cc2ccccc2C)S(=O)(=O)c2ccc(Cl)cc2)cc1,-4
Cc1n[nH]c(C)c1N1C(=O)c2cccc3c(N4CCOCC4)ccc(c23)C1=O,-11
CC1(C)CC(=O)C2=C(C1)Nc1ccccc1NC2c1ccc(-c2ccccc2)cc1 (centres undefined),-6
COc1ccc(C2C(C(=O)NCC3CCCO3)CCC(=O)N2c2ccc3c(c2)OCO3)cc1 (centres undefined),3
CC(CN1CCCCC1)OC(=O)c1ccccc1Cl (centres undefined),-3
COc1cccc(C2NC(CC(C)C)(C(=O)O)C3C(=O)N(Cc4ccccc4)C(=O)C23)c1O (centres undefined),3&-8
CCOC(=O)c1cc(-c2ccccc2)n(-c2ccc(C(=O)O)cc2)c1C,10
O=C(COc1ccccc1)NC1CCN(Cc2ccccc2)CC1,-10
COc1ccccc1C(=O)Nc1c2c(nn1-c1ccc(F)cc1)CS(=O)C2 (centres undefined),-7
N#Cc1c(I)nc2c(c1C#N)CCCCCCCCCC2,-9
COc1ccc(Cn2c(=O)[nH]c3cc(C(=O)NC4CCCCC4)ccc3c2=O)cc1,-6
SMILES,14-3-3g Raf
N#Cc1c(=N)nc2oc3ccccc3c3cc(-c4ccccc4)[nH]c1c23,-11
O=C(Nc1nccs1)c1cc(N2C(=O)C3C4CCC(C4)C3C2=O)ccc1Cl (centres undefined),-3
O=C(NCc1ccccn1)c1cc(S(=O)(=O)N2CCN(c3ccccc3)CC2)ccc1Cl,-3
Cc1ccc(N2CC(C(=O)Nc3nc4ccccc4s3)CC2=O)cc1Cl (centres undefined),2
Cc1ccccc1-c1nc(CN2CCC(C(=O)N3CCN(c4ccccn4)CC3)CC2)c(C)o1,-2
COc1ccccc1NC(=O)C1CC(=O)OC1c1ccccc1 (centres undefined),-4
O=C(O)CSc1nnc(-c2cccs2)n1-c1ccc(Cl)cc1,-2
COC(=O)c1cc(NC(=O)CN2CCOCC2)cc(C(=O)OC)c1,1
O=C(NCc1cccc(Cl)c1)c1ccc2nc3cc(Cl)ccc3c(=O)n2c1,-1
Cc1ccc2c(c1)c1c3n2CCN(CC(O)CN2CCN(C(=O)c4ccco4)CC2)C3CCC1 (centres undefined),-20
CCN(CC)c1ncccc1C(=O)NCc1cccs1,-3
O=C(CCn1c(=S)[nH]c2ccsc2c1=O)N1CCCC1,-3
Cc1ccc(CNS(=O)(=O)c2ccc3c(c2)c(=O)n(C)c(=O)n3C)cc1,-7
Cc1ccccc1-c1nc(CS(=O)CC(=O)NCCCN(C)c2ccccc2)c(C)o1 (centres undefined),-2
NC(=O)c1c(NC(=O)c2ccc(Br)cc2)sc2c1CCCC2,-2
CCc1ccc(N(CC)C(=O)c2cc3c(=O)n4ccccc4nc3s2)cc1,-9
CC(=O)Nc1c(O)nc(SCC(=O)Nc2nnc(CC(C)C)s2)[nH]c1=O,-4
Cc1cc(Cl)ccc1NC(=O)CSc1nc(C(F)(F)F)cc(=O)[nH]1,-5
COc1cc([N+](=O)[O-])ccc1NC(=O)Cn1c2ccccc2c(=O)c2cc(C)ccc21,7
Cc1ccc2c(c1)N(CC(=O)NC1CCC(C)CC1)C(=O)CO2 (centres undefined),-5&7
O=C(CCCn1c(=O)[nH]c2ccsc2c1=O)NC1CCCc2ccccc21 (centres undefined),-2
CCC1CCCCN1CCn1c(=S)[nH]c2cc(OC)c(OC)cc2c1=O (centres undefined),-8
Cc1ccc(CNC(=O)c2cc(Nc3ccccc3)nc3ccccc23)cc1,-5
Cc1ccc(NC(=O)CSc2nc3ccccc3c(=O)n2Cc2ccc3c(c2)OCO3)cc1C,2
CCc1ccc(C(=O)CSc2nc3nc(C)cc(C)c3c(=O)[nH]2)cc1,-4

# Filtered by structure: the entries above containing an aryl thioether with sulfur outside any ring (9)
SMILES,14-3-3g Raf
NC(=O)CSc1nnc(Cc2csc(Nc3ccccc3)n2)n1Cc1ccccc1,-6
O=C(CSc1nnc(NC(=O)c2cccc3ccccc23)s1)Nc1nccs1,-15
Cc1nc(SCC(C)C)c(C#N)c(C)c1C,5
O=C(O)CSc1nc2c(cnn2-c2ccc(Cl)cc2)c(=O)[nH]1,-101
O=C(O)CSc1nnc(-c2cccs2)n1-c1ccc(Cl)cc1,-2
CC(=O)Nc1c(O)nc(SCC(=O)Nc2nnc(CC(C)C)s2)[nH]c1=O,-4
Cc1cc(Cl)ccc1NC(=O)CSc1nc(C(F)(F)F)cc(=O)[nH]1,-5
Cc1ccc(NC(=O)CSc2nc3ccccc3c(=O)n2Cc2ccc3c(c2)OCO3)cc1C,2
CCc1ccc(C(=O)CSc2nc3nc(C)cc(C)c3c(=O)[nH]2)cc1,-4

# (more compounds)
SMILES,14-3-3g Raf
Cc1ccc(S(=O)(=O)N(CC(=O)N2CCN(Cc3ccccc3)CC2)c2ccccc2F)cc1,-6
O=C(CCc1ccc(S(=O)(=O)N2CCOCC2)cc1)NCCc1ccccn1,7
Cc1cc(C)nc(SCC(=O)OCC(=O)Nc2nnc(C)s2)n1,-3
CCOC(=O)c1cccc(NCc2ccccc2)c1,-17
CCOc1ccccc1NC(=O)c1c(NCc2sccc2C)sc2c1CCC(C)C2 (centres undefined),-88
CCS(=O)(=O)N1CCC(C(=O)NCCCOC(C)C)CC1,-8
CSc1ccccc1NC(=O)c1onc(C)c1Cl,-4
COc1ccc(Br)cc1C(=O)NCc1cccnc1,2
Cc1ccc(CSc2nc3ccccc3[nH]2)cc1,-1
CC(=O)N1CCN(CC(=O)Nc2c(Cl)cc(Cl)cc2Cl)CC1,-5
COc1ccc(C2N(c3ccccc3)CCN2c2ccccc2)cc1,-9
CCC(CC)C(=O)Nc1cccc(C(=O)NCc2ccco2)c1,-3
O=C(CN1CCN(c2ccccc2)CC1)N1CCN(c2ccccc2)CC1,-6
COc1ccccc1C(c1nnnn1C(C)(C)C)N1CCN(C(=O)c2ccco2)CC1 (centres undefined),0
O=C(Nc1ccc2c(c1)OC(F)(F)O2)c1ccc(Cl)c([N+](=O)[O-])c1,-1
COc1cc(NC(=O)C2CCCCC2)c(OC)cc1NC(=O)CCC(=O)NCc1ccco1,2
CCN1C(=O)CSc2ccc(C(=O)NCCN(C)Cc3ccccc3)cc21,-9
Cc1ccc(NC(=O)CCSc2nnnn2-c2ccc3c(c2)OCO3)cc1C,-1
CC(=O)OCCN1C(=O)c2ccc([N+](=O)[O-])cc2C1=O,2
c1ccc(CNc2ncnc3c2sc2nc(-c4ccco4)c4c(c23)CCCC4)cc1,-84
O=C(C1c2ccccc2Oc2ccccc21)N1CCN(c2cccc(Cl)c2)CC1,0
Cc1nn(C(=O)C2CC2)c(C)c1Sc1ccccc1,-1
COc1ccc(NS(=O)(=O)c2ccc(OC)cc2)cc1,-8
CC(C)OC(=O)CN1CCN(c2ccc(Cl)cc2)CC1,-6
COc1ccc(-c2noc(-c3cccc([N+](=O)[O-])c3)n2)cc1OC,-8
SMILES,14-3-3g Raf
Oc1ccccc1-c1nc2ccccn2c1Nc1ccc2c(c1)OCCO2,3
Cc1cc(=O)n(CCO)c(O)c1C#N,2
COC(=O)C1OC2(OC1C(=O)OC)c1ccccc1-c1ccccc12 (centres undefined),-9
Cc1c(N=Cc2c(O)ccc3cc(Br)ccc23)c(=O)n(-c2ccccc2)n1C,5
O=C(O)CCNS(=O)(=O)c1ccc(Oc2ccccc2Cl)cc1,-12
CCCn1c(-c2ccc(OC)cc2)cn2c3c(=O)n(C)c(=O)n(C)c3nc12,2
CC1(C(=O)O)NC(c2ccccc2O)C2C(=O)N(c3cccc4ccccc34)C(=O)C21 (centres undefined),0
Cc1c(C(=O)N2CCN(c3ccccc3F)CC2)sc2nc(-c3ccccc3)cn12,-1
CCOc1ccccc1N1C(=O)c2cccnc2C1=O,-6
COc1ccc(CN2C(=O)CC(C(=O)Nc3ccc(C(=O)O)cc3)SC2=Nc2ccc(Cl)cc2)cc1 (centres undefined),9
O=C(c1ccccc1SCc1ccccc1)N1CCOCC1,7
CCCCSc1nc(-c2cccs2)cc(C(F)(F)F)c1C#N,-19
Cc1cc(C)n2c(SCC(=O)Nc3ncc(C(F)(F)F)cc3Cl)nnc2n1,-1
CC(C)C(OC(=O)c1ccco1)C(=O)NCc1ccccc1 (centres undefined),-8
C=C(C)Cn1c(CNC(C)=O)nc2ccccc21,-5
CC(C)N(C(=O)CSc1nnnn1C1CCCC1)C(C)C,-12
CC1(CCC#N)N=C(SCCC#N)N(c2ccccc2)C1=O (centres undefined),-8
O=C(Nc1cccc(O)c1)c1c(O)c2ccccc2[nH]c1=O,-3
CCSCCOC(=O)C1=C(C)NC2=C(C(=O)C(C(=O)OC)C(C)C2)C1c1ccc2ccccc2c1 (centres undefined),-1
CC(=O)c1sc(NC(=O)c2ccc(S(=O)(=O)N3CCc4ccccc4C3)cc2)nc1-c1ccccc1,4
CC1CCc2oc3ccc(NS(=O)(=O)c4ccc(C(C)(C)C)cc4)cc3c2C1 (centres undefined),-4
CC1(C)CC(=O)c2cc(OCC(=O)N3CCN(c4ccccc4F)CC3)ccc2O1,-4&-6
CCn1cc(C(=O)O)c(=O)c2cc(F)c(N3CCN(C(=O)c4cccc(Cl)c4)CC3)cc21,0
CCCCc1nc2sc3c(=O)[nH]cnc3c2c2c1CCCC2,-5
COc1cc(C2NC(=O)NC(C)=C2C(=O)OCC2CCCCC2)cc(Cl)c1O (centres undefined),1
CC1CCN(c2ncnc3c2cnn3Cc2ccc(Cl)cc2)CC1,0

# An excerpt of these results, with the structure last:
14-3-3g Raf	Compound
2	Cc1cc(=O)n(CCO)c(O)c1C#N
-5	CCCCc1nc2sc3c(=O)[nH]cnc3c2c2c1CCCC2

# Some of the compounds tested (hit frequency here may not be typical).
